Screening results (PubChem BioAssay)
BRCT PPI green: qHTS Assay for Inhibitors of BRCT-Phosphoprotein Interaction (Green Fluorophore). Breast cancer type 1 susceptibility protein (Homo sapiens), P38398. BRCA1 BRCT-phosphopeptide binding, green fluorescence polarization. Potency, µM (series often up to 76.9 µM), for inactives: top-dose activity change, negative = inhibition, most hits filed as inhibitors. actives 0.05% (n = 75,000);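 note: potency is the fitted concentration of half-maximal effect; plate controls were peptide without protein for full effect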
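Fluorescence polarization: His-tagged BRCT (~35 kDa BRCA1 C-terminus, 250 nM) bound to 100 nM fluorescein-labeled phosphorylated 10-aa BACH1 peptide, pH 7.3 phosphate buffer with DTT and Tween 20. Compounds incubated 12 min at room temperature; inhibition read as lowered polarization.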
Caspase-7 inhib: qHTS Assay for Allosteric/Competitive Inhibitors of Caspase-7; P55210; recombinant caspase-7, Ac-DEVD-AFC fluorescence rate; Potency, µM (top dose mostly 57.5 µM), without a hit: top-dose activity change, negative = inhibition, usual class: inhibitors; actives 0.02% (n = 75,000); AID 889, 2007; active = well fitted inhibition curve with a large enough effect in the main read-out, with a control signal flat, not every such curve was filed as active; inconclusive = small, poorly fitted or top-dose-only effect, or a change in a side signal; note: potency is the fitted concentration of half-maximal effect; % of control where 0% means no effect
Target sequence (P55210 24-198 limits assumed): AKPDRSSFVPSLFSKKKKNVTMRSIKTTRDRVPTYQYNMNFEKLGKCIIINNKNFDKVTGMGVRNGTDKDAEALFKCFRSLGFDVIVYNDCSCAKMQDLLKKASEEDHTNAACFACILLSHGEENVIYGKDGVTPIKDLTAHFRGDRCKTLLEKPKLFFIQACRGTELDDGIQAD
Target sequence (P55210 207-303 limits assumed): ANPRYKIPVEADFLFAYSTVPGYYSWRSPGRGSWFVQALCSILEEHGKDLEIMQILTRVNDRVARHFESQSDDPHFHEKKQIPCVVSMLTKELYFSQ
BRCT inh red: qHTS Assay for Inhibitors of BRCT-Phosphoprotein Interaction (Red Fluorophore). BRCT-phosphopeptide binding, red fluorescence polarization. Potency, µM (highest dose often 76.9 µM), inactives show at the highest dose activity change, negative = inhibition, hits mostly inhibitors. actives 0.03% (n = 75,000); note: % is set by controls: 0 for no effect and ±100 for the full control effect
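Fluorescence polarization: 100 nM His-tagged BRCA1 BRCT with 100 nM TAMRA-labelled phospho-BACH1 decapeptide, phosphate buffer pH 7.3 with 150 mM NaCl, DTT, 0.01% Tween 20; 12 min RT. Binding inhibition seen as FP decrease.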
HADH2 inh: qHTS Assay for Inhibitors of HADH2 (Hydroxyacyl-Coenzyme A Dehydrogenase, Type II) | recombinant HADH2, NADH fluorescence, beta-hydroxybutyryl-CoA | actives 3.4% (n = 73,000) | Potency, µM (titrated, usually from 57.1 µM), for inactives: top-dose activity change, negative = inhibition, most hits filed as inhibitors | AID 886, 2007 | 3-hydroxyacyl-CoA dehydrogenase type-2 (Homo sapiens), Q99714; note: potency is the fitted concentration of half-maximal effect; % is set by controls: 0 for no effect and ±100 for the full control effect; nearly all actives have a fitted effect of over 60% in size; many of its hits are not listed in these tables
Target sequence (Q99714 whole entry, looked up, one chain of several): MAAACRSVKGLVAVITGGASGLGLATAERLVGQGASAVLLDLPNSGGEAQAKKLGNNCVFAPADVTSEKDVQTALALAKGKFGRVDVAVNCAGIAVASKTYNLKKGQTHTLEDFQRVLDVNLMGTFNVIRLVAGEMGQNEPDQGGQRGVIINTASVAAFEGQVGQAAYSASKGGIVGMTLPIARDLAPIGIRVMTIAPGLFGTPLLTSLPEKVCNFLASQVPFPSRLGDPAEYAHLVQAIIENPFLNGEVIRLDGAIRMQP
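His-tagged recombinant enzyme from E. coli, 20 nM, preincubated 15 min RT with compound; reaction started with 1 mM NAD+ and 90 uM beta-hydroxybutyryl-CoA in 100 mM Tris-HCl pH 9.0. NADH fluorescence (ex 360/em 450) read over 4 min; last-minus-first difference.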
ALOX15 inhib: qHTS Assay for Inhibitors of 15-hLO (15-human lipoxygenase). purified 15hLO-1, xylenol orange hydroperoxide absorbance. Potency, µM (series often up to 57.1 µM), inactives show top-dose activity change, negative = inhibition, actives largely listed as inhibitors. actives 1.4% (n = 74,000). AID 887, 2007; note: potency is the fitted concentration of half-maximal effect; % is set by controls: 0 for no effect and ±100 for the full control effect; nearly all actives have a fitted effect of over 55% in size
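Purified human 15hLO-1 (40 nM final) in 25 mM Hepes pH 7.5, 0.01% Triton X-100 was preincubated with compound 15 min at room temperature, then reacted 6 min with 50 uM arachidonic acid; hydroperoxide detected by Fe-XO, 573/405 nm absorbance ratio.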
Casp1 inh: qHTS Assay for Allosteric/Competitive Inhibitors of Caspase-1. actives 0.03% (n = 75,000). AID 900, 2007. Caspase-1 enzyme, Ac-WEHD-AFC fluorogenic rate. P29466. Potency, µM (highest dose often 57.5 µM), inactives show at the top dose activity change, negative = inhibition, most hits filed as inhibitors;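 note: potency is the fitted concentration of half-maximal effect; plate controls were vehicle for no effect and no substrate for full effect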
Target sequence (P29466 120-297 limits assumed): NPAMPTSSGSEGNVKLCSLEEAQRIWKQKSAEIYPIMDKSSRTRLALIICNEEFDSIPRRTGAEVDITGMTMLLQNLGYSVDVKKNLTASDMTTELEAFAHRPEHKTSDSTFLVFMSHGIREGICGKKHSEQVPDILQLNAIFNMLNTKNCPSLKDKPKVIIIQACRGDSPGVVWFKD
Target sequence (P29466 317-404 limits assumed): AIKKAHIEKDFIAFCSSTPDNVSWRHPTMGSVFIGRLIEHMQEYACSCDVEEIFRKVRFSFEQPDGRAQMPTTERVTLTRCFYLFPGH
Rhodamine autofl: qHTS Assay for Spectroscopic Profiling in Rhodamine Spectral Region | Rhodamine-region fluorescence, 547/598 nm, Tris buffer; stronger effect = higher value | actives 0.05% (n = 59,000) | max dye-equivalent concentration, M; in the data active = max dye-equivalent concentration above about 11 nM; inconclusive = between about 1.1 nM and that limit
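Intrinsic compound fluorescence, ex 547 / em 598 nm, CCD imager. Tris 100 mM pH 8.0; 15 min RT. Output = rhodamine dye-equivalent concentration at each compound concentration.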
HEK293 cAMP cs: qHTS Assay for Agonists of the Thyroid Stimulating Hormone Receptor: Activators of Intracellular cAMP Concentrations in Parental HEK 293; parental HEK293 CNG cAMP sensor, membrane potential fluorescence; Potency, µM (highest dose often 57.1 µM), for the others: at the highest dose activation, actives largely listed as activators; actives 2.5% (n = 73,000); note: potency is the fitted concentration of half-maximal effect; % of control where 0% means no effect; nearly all actives have a fitted effect of over 55% in size
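Counterscreen for endogenous-receptor signalling: CNG-channel HEK 293 cells report cAMP rise by membrane depolarization. After 60 min dye equilibration with 100 uM RO 20-1724, compounds incubated 30 min before bottom-read fluorescence at 590 nm.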
Pol III holo inh: qHTS Assay for Inhibitors of DNA Polymerase III Holoenzyme System. actives 0.25% (n = 71,000). AID 603, 2007. Potency, µM (top dose mostly 57.1 µM), without a hit: at the top dose activity change, negative = inhibition. reconstituted DNA polymerase III holoenzyme replication, biochemical; note: potency is the fitted concentration of half-maximal effect; % is set by controls: 0 for no effect and ±100 for the full control effect
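Reconstituted *E. coli* holoenzyme (0.35 nM Pol III, 1 nM beta, 154 nM SSB, 2 nM primase) was preincubated with compound for 15 min at RT. Synthesis on 1.4 nM ssM13Gori ran 35 min, then was stopped with PicoGreen/EDTA and read as dsDNA fluorescence.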
USP2a inh: qHTS Assay for Inhibitors of Ubiquitin-specific Protease USP2a; Potency, µM (highest dose often 38.3 µM), without a hit: at the top dose activity change, negative = inhibition, hits mostly inhibitors; AID 927, 2007; actives 0.1% (n = 60,000); USP2a enzymatic assay, qHTS inhibition; Ubiquitin carboxyl-terminal hydrolase 2 (Homo sapiens), O75604;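 note: potency is the fitted concentration of half-maximal effect; nearly all actives have a fitted effect of over 60% in size; plate controls were DMSO for no effect and NEM full inhibition control for full effect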
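20 nM USP2 core + cpd, 30 min RT; add 20 nM Ub-PLA2/20 uM NBD C6-HPC; read Ex460/Em535 at 0 h and 2.5 h. Normalized to NEM; qHTS curve fit/classification.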
Tau filament bind: qHTS Assay for Tau Filament Binding | Microtubule-associated protein tau (Homo sapiens), P10636 | recombinant tau filaments, thioflavin S fluorescence, 15 h; filaments grown with octadecylsulfate alongside compound | actives 2% (n = 71,000) | Potency, µM (titrated, usually from 57.1 µM), for inactives: at the highest dose activity change, negative = inhibition;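 note: potency is the fitted concentration of half-maximal effect; % is set by controls: 0 for no effect and ±100 for the full control effect; actives lower thioflavin S fluorescence by blocking filaments or displacing dye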
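Tau 2 uM in ThS buffer dispensed; compound added; 60 uM ODS added (finals 1 uM tau, 30 uM ODS); 15 h 37 C; fluor ex450/em510.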
Active calls of the source: *; i = inactive; ? = inconclusive; . = not tested or not shown; [ ] = another dose, or the depositor's remark. Unless noted, calls come from the whole dose curve; as a rule, active = well fitted curve in the direction sought with a large enough effect; inconclusive = small, poorly fitted or top-dose-only effect, or another doubt; inactive = no such curve, though single readings can be large; an effect the other way counts as inactive or inconclusive. These rows are one share of the data (hit frequency here may not be typical).

SMILES | BRCT PPI green | Caspase-7 inhib | BRCT inh red | HADH2 inh | ALOX15 inhib | Casp1 inh | Rhodamine autofl | HEK293 cAMP cs | Pol III holo inh | USP2a inh | Tau filament bind
Cn1c(=O)cc(OCCCC(=O)NCc2ccccn2)c2ccccc21 | -1.4% | 0% | 0.1% | 8% | 0% | 0% | i | 1% | -7% | -3% | -15%
COc1ccccc1-n1c2c(cc(C(=O)N3CCC(C)CC3)c1=O)C(=O)CC(C)(C)C2 | -2.6% | -1% | 1.0% | 5% | -1% | -1% | . | 1% | 3% | . | -5%
COc1ccccc1CNC(=O)C1CC(=O)N(c2ccc(C)c(C)c2)C1 (stereo not drawn) | 0.0% | 1% | -0.8% | 8% | 3% | 0% | i | 7% | 0% | 6% | 7%
CCOC(=O)C1=C(N)OC2=C(C(=O)CCC2)C1c1cccnc1 (stereo not drawn) | -1.5% | -1% | 0.5% | -8% | -1% | 0% | i | 1% | -4% | -2% | 3%
CC(C)NC(=O)CSc1nc2ccccc2c(=O)n1CCCOC(C)C | -2.0% | -1% | 0.0% | 5% | 12% | -8% | i | 12% | 0% | 12% | 13%
O=C(NCc1ccco1)C12CC3CC(C1)CC(C(=O)NCc1ccco1)(C3)C2 | -1.1% | 0% | -0.6% | -2%[11.4 µM] | 1%[11.4 µM] | -1% | . | ? | -5%[11.4 µM] | 1%[7.66 µM] | 3%[11.4 µM]
COc1ccccc1C1=NOC(Cn2c(=O)c3c(ncn3C)n(C)c2=O)C1 (stereo not drawn) | 0.0% | -1% | 0.7% | 3% | 7% | -2% | i | -8% | -6% | 6% | 7%
Clc1ccc2c(N3CCC(CCC4CCN(c5ncnc6cc(Cl)ccc56)CC4)CC3)ncnc2c1 | -0.1%[15.4 µM] | 0%[11.5 µM] | 1.7%[15.4 µM] | -7%[11.4 µM] | 6%[11.4 µM] | 2%[11.5 µM] | i | -4%[11.4 µM] | -6%[11.4 µM] | . | 1%[11.4 µM]
N#Cc1c2ncn(CC(=O)c3ccc(Br)cc3)c(=O)c2c2n1CCC2 | -3.5% | 0% | -0.2% | 9% | -10% | 2% | i | 11% | 1% | 9% | 84%
COC(=O)c1ccc2c(=O)n(CCN3CCOCC3)c(SCC(=O)c3ccccc3)nc2c1 | 0.3% | -1% | 0.0% | -12% | 0% | 3% | i | 6% | -5% | 0% | -6%
CCCc1cc(=O)[nH]c(/N=C(/NC(=O)C(C)N2C(=O)c3ccccc3C2=O)Nc2ccccc2)n1 (stereo not drawn) | -3.5% | -1% | 0.5% | 10% | 4% | 2% | i | 11% | -5% | 0% | -13%
Cc1ccc(-c2n[nH]c(=S)n2C)cc1 | 0.4% | 3% | 0.5% | -6% | -8% | 0% | . | 2% | -4% | 2% | -5%

Structures listed so far that contain sulfur:
SMILES | BRCT PPI green | Caspase-7 inhib | BRCT inh red | HADH2 inh | ALOX15 inhib | Casp1 inh | Rhodamine autofl | HEK293 cAMP cs | Pol III holo inh | USP2a inh | Tau filament bind
CC(C)NC(=O)CSc1nc2ccccc2c(=O)n1CCCOC(C)C | -2.0% | -1% | 0.0% | 5% | 12% | -8% | i | 12% | 0% | 12% | 13%
COC(=O)c1ccc2c(=O)n(CCN3CCOCC3)c(SCC(=O)c3ccccc3)nc2c1 | 0.3% | -1% | 0.0% | -12% | 0% | 3% | i | 6% | -5% | 0% | -6%
Cc1ccc(-c2n[nH]c(=S)n2C)cc1 | 0.4% | 3% | 0.5% | -6% | -8% | 0% | . | 2% | -4% | 2% | -5%

Next section.
SMILES | BRCT PPI green | Caspase-7 inhib | BRCT inh red | HADH2 inh | ALOX15 inhib | Casp1 inh | Rhodamine autofl | HEK293 cAMP cs | Pol III holo inh | USP2a inh | Tau filament bind
CC(C)Cn1cnc2c(SCc3ccccn3)nc(N)nc21 | -1.3%[15.4 µM] | 1%[11.5 µM] | 0.5%[15.4 µM] | 0%[11.4 µM] | -3%[11.4 µM] | 0%[11.5 µM] | i | 11%[11.4 µM] | -12%[11.4 µM] | . | 4%[11.4 µM]
CCSc1nnc(NC(=O)Cc2ccc(OC)c(S(=O)(=O)N3CCOCC3)c2)s1 | -0.5% | 1% | 0.9% | 2% | -4% | -2% | i | -4% | 2% | -3% | -1%
CC(=O)c1c(COC(=O)c2ccco2)nc2ccccc2[n+]1[O-] | 0.4% | 0% | 1.2% | 12% | -10% | -1% | i | 25% | 0% | 4% | 10%
Cc1oc(/N=C/c2c(O)ccc3ccccc23)c(C#N)c1C | 0.9% | -19% | -0.3% | 25µM* | ? | -15% | . | ? | -2% | 18% | 2.5µM*
Cn1c(Oc2ccccc2NCc2cc(Br)ccc2O)cc(=O)n(C)c1=O | -1.7% | -1% | -2.5% | -4% | -9% | -3% | i | 11% | 4% | 8% | -1%
Cc1oc(-c2ccc(Cl)cc2)nc1CN1CCCC(C(=O)NCCCN2CCOCC2)C1 (stereo not drawn) | 0.2% | 0% | -1.9% | 7% | -4% | 2% | i | 18% | -2% | 26% | 61%
Cc1nnc2sc(-c3ccncc3)nn12 | -2.0% | -2% | -1.0% | -8% | 3% | -6% | i | 5% | -2% | 8% | -1%
COc1cccc2sc(N3CCN(c4nc5ccccc5s4)CC3)nc12 | -1.6% | -2% | -1.4% | 16% | -4% | -1% | i | ? | 2% | 6% | -3%
COc1ccccc1/C=c1\sc2nc(-c3ccco3)nn2c1=O | 1.2% | -19% | -2.1% | ? | -17% | 0% | i | -2% | -22% | 26% | -10%
Cc1cc(Nc2ccc(Br)cc2F)n2ncnc2n1 | 1.2% | 0% | 1.5% | 7% | 2% | -1% | . | 7% | -4% | . | -8%
CCCNC(=O)CSc1nnc(-c2ccco2)n1C | -3.8% | 1% | -0.3% | 0% | 13% | -1% | i | 25% | 0% | . | -8%
Cc1ccc(CCNC(=O)CC2Oc3ccc(C)cc3NC2=O)cc1 (stereo not drawn) | 0.0% | -2% | 1.5% | 2% | 6% | 0% | . | 5%[11.4 µM] | 0% | . | i
COc1cc(OC)cc(C(=O)Nc2ccccc2N2CCOCC2)c1 | -2.8% | 0% | -1.1% | 10% | 9% | 2% | i | ? | -6% | -4% | -5%
COc1cccc(C(=O)N(CN2CCCC2=O)c2cc(C)on2)c1 | -0.8% | 0% | -0.6% | -1% | 3% | 1% | i | 0% | -4% | 5% | -2%
Cc1nn(CC(=O)Nc2ccc3c(c2)nc(CN2CCCC2)n3C)c(=O)c2ccccc12 | 0.8% | -2% | -1.8% | 0% | -6% | -2% | i | 8% | -13% | 12% | 26%
Cc1cc2ccccc2n1CCNC(=O)C1CC1 | 2.1% | 0% | 0.8% | -5% | -10% | -3% | . | ? | -8% | . | 11%
COc1ccc(Cl)cc1N(CC(=O)N1CCC(C)CC1)S(C)(=O)=O | -0.8% | -1% | 0.8% | 3% | 4% | 0% | . | 14% | -6% | 9% | 3%
CC1CCN(Cc2ccc(NC(=O)C3CCN(c4nnc(-n5cccc5)s4)CC3)cc2)CC1 | -5.0% | -2% | 1.0% | 12% | 8% | 2% | . | 1% | -18% | . | 247%
COP(=O)(/C=C/c1ccccc1)C(O)c1ccc(F)cc1 (stereo not drawn) | -1.3% | 0% | -0.8% | 17% | 2% | -1% | i | 8% | 6% | 5% | -3%
Cc1ccc(N2C(N)=C(C#N)C(c3cccnc3)C3=C2CCCC3=O)cc1 (stereo not drawn) | -0.6% | -2% | -0.5% | -10% | 5% | -2% | i | 0% | 0% | 0% | -4%
COc1ccc(OCC(=O)Nc2ccccc2OC)cc1 | -0.6% | 0% | 0.9% | 1% | 1% | -4% | . | ? | 0% | . | 12%
CC1CCC(NC(=O)Cn2c(=O)[nH]c3ccsc3c2=O)CC1 (stereo not drawn) | -1.2% | 3% | -0.9% | -5% | -6% | 2% | i | 2% | -2% | 1% | 2%
